S3 lipid droplet = qHTS Assay for Lipid Storage Modulators in Drosophila S3 Cells; Drosophila S3 cells, BODIPY lipid droplet fluorescence, 18-24 h; cells fed with added oleic acid; Potency in µM for hits, for the others lipid storage change, negative = inhibition, % at the top dose, mostly 46.1 µM; hit rate 0.64% among 320,000; AID 2685; active means well fitted inhibition curve with a large enough effect in the signal ratio, with a control signal flat, not every such curve was filed as active; inconclusive means small, poorly fitted or top-dose-only effect, or effect the other way, or a change in a side signal; the % refers to the signal ratio
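Drosophila S3 cells got compounds at several concentrations plus oleic acid (400 uM solution). Laser-scanning cytometry with 488 nm excitation read lipid droplets at 500-530 nm and cells at 575-640 nm. Percent activity was relative to 20 uM Triacsin C.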
S3 lipid droplet cell count max = further read-out of S3 lipid droplet, marked with its call; cell number change, %; measured here: cell count max response;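 cells counted by Cell Tracker Red CMTPX staining in the red channel; peak over a dose series mostly up to 46.1 µM; percent activity relative to internal control wells on each plate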
The depositor's hits bear a star; i = inactive; ? = inconclusive; / = not tested or not shown; [ ] = another dose, or the depositor's remark. On the % scale 0 is the no-effect control and ±100 the full control effect; potency means the concentration at half of the fitted maximal effect.

Screens in order: S3 lipid droplet | S3 lipid droplet cell count max
(1) COc1cc(/C=C/[N+](=O)[O-])ccc1OC(=O)c1cc2ccccc2oc1=O
 : ? | /
(2) CC(OC(=O)CCCC(=O)Nc1ccccc1)C(=O)c1ccccc1 (centres undefined)
 : ? | /
(3) Cc1c(OC(C(=O)O)c2ccccc2)ccc2c(-c3ccccc3)cc(=O)oc12 (centres undefined)
 : -7% | 0
(4) COc1cccc(CNCCc2c[nH]c3ccccc23)c1OCc1ccc(F)cc1
 : ? | /
(5) COc1ccccc1N1C(=O)S/C(=C\c2ccc(C)s2)C1=O
 : ? | /
(6) CCOC(=O)c1cccc(C(=O)Nc2nc3ccc(OC)cc3s2)n1
 : -1% | 2
(7) COc1ccc(C(=O)N2CCN(c3ccc(C)c(C)c3)CC2)cc1OC
 : ? | /
(8) CC(=O)Oc1ccc(-c2nc3c(C)cccc3c(=O)o2)cc1
 : -23% | -5
(9) O=C1/C(=C/c2ccccc2)CCCc2ccccc21
 : i | /
(10) COc1cc(/C=N/Nc2nc3c(c(=O)n(C)c(=O)n3C)n2Cc2ccccc2)ccc1OC(=O)c1ccco1
 : ? | /
(11) CC(O)CNc1nc2sc3c(c2c(=O)n1Cc1ccco1)CCCCC3 (centres undefined)
 : 2% | 8
(12) Cn1c(O)c(N=NC(=O)c2ccccc2O)c2ccccc21
 : ? | /
(13) COc1ccccc1N1CCN(CC(=O)Nc2ccnn2C2CCCC2)CC1
 : 7% | 2
(14) Cc1cccc2sc(N(CCCN(C)C)C(=O)c3ccc(Cl)s3)nc12
 : ? | /
(15) Cc1ccc(S(=O)(=O)N(C)C)cc1NC(=O)COC(=O)c1ccc2c(=O)n3c(nc2c1)CCC3
 : 20% | 16
(16) Cc1ccc2nc(Nc3ccc(F)cc3)c3nncn3c2c1
 : -7% | -4
(17) N#CCCC1CCCC=C1N(Cc1ccccc1)C(=O)C(Cl)Cl (centres undefined)
 : 5% | 16
(18) Cc1ccc(OC(=O)CCC(=O)OCCCC(F)(F)C(F)(F)F)cc1
 : ? | /
(19) O=C1NC2(CCCCC2)NN1c1ccccc1
 : ? | /
(20) COc1ccc(Cl)cc1NC(=O)Cn1c(NCCO)nc2ccccc21
 : ? | /

Overlap with the part before: six compounds, followed by the next part.
Screens in order: S3 lipid droplet | S3 lipid droplet cell count max
(15) Cc1ccc(S(=O)(=O)N(C)C)cc1NC(=O)COC(=O)c1ccc2c(=O)n3c(nc2c1)CCC3
 : 20% | 16
(16) Cc1ccc2nc(Nc3ccc(F)cc3)c3nncn3c2c1
 : -7% | -4
(17) N#CCCC1CCCC=C1N(Cc1ccccc1)C(=O)C(Cl)Cl (centres undefined)
 : 5% | 16
(18) Cc1ccc(OC(=O)CCC(=O)OCCCC(F)(F)C(F)(F)F)cc1
 : ? | /
(19) O=C1NC2(CCCCC2)NN1c1ccccc1
 : ? | /
(20) COc1ccc(Cl)cc1NC(=O)Cn1c(NCCO)nc2ccccc21
 : ? | /
(21) Oc1cc2c(cc1O)[C@@H](c1ccccc1)CNCC2
 : 18% | 9
(22) CNC(=O)CO/N=C/c1ccc(N(C)C)cc1
 : ? | /
(23) COc1ccc(C(=O)NNC(=O)CSc2nc3c(c(=O)n(C)c(=O)n3C)n2C)cc1
 : -21% | -8
(24) CC(C)NC(=O)NC(=O)COC(=O)c1ccc(S(=O)(=O)Nc2ccccc2)cc1
 : ? | /
(25) O=C(O)c1cn(-c2ccccc2)nc1C(=O)O
 : -3% | 3
(26) CC1CCN(S(=O)(=O)c2ccc(C(=O)Nc3nnc(C4CC4)o3)cc2)CC1
 : ? | /
(27) CCOC(=O)C1=C(c2ccccc2)N=C2SCC(=O)N2C1c1ccc(OC)c(OC)c1 (centres undefined)
 : i | 1
(28) O=C(c1ccccc1F)N1CCN(S(=O)(=O)c2ccc(Br)cc2)CC1
 : i | 3
(29) CC(C)NC(=O)c1ccccc1NC(=O)C1CCCO1 (centres undefined)
 : ? | /
(30) O=C(NCc1ccccc1)c1ccc(/C=N/O)nc1
 : 9% | -10
(31) Cc1cc(Cl)nc(NC(=O)Nc2cccc(Cl)c2)n1
 : 11% | -7
(32) COc1ccc(CCNC(=O)CCS(=O)(=O)c2cccc3nsnc23)cc1OC
 : ? | /
(33) COc1ccc(N2CCN(c3nc4c(c(=O)[nH]c(=O)n4C)n3Cc3cccc(C)c3)CC2)cc1
 : ? | /
(34) COCCN(C(=O)c1sc2ccccc2c1Cl)c1c(N)n(CC(C)C)c(=O)[nH]c1=O
 : 9% | 9
(35) Cc1ccc2c(c1)N(CCC(=O)NCC1CCCO1)C(=O)CO2 (centres undefined)
 : -19% | -11
(36) c1ccc2c(c1)CN1CCCC1=N2
 : -5% | 20
(37) O=C(Nc1nc2ccccc2[nH]1)c1ccc(Br)o1
 : i | /
(38) O=S(=O)(Cc1ccccc1)N1CCc2ccccc21
 : ? | /
(39) CC(C)Oc1ccc(S(=O)(=O)N(C(C)C)C(C)C)cn1
 : 7% | -2
(40) CCCCOC(=O)N/N=C/C=C/c1ccccc1
 : 9% | 2

Quoted from the listing:
O=C(c1ccccc1F)N1CCN(S(=O)(=O)c2ccc(Br)cc2)CC1 in S3 lipid droplet cell count max = 3
CC(O)CNc1nc2sc3c(c2c(=O)n1Cc1ccco1)CCCCC3 (centres undefined) in S3 lipid droplet cell count max = 8

Other entries follow:
Screens in order: S3 lipid droplet | S3 lipid droplet cell count max
(41) Cc1cc(C)n(-c2ccc([N+](=O)[O-])cc2-c2nn[nH]n2)n1
 : 0% | 8
(42) COc1ccc(CCN2C(=O)c3ccccc3NC2c2cc(Cl)c(O)c(OC)c2)cc1 (centres undefined)
 : ? | /
(43) c1ccc(Cc2nn3c(-c4ccncc4)nnc3s2)cc1
 : ? | /
(44) CCCS(=O)(=O)n1nc(-c2ccc(C)cc2)cc1N
 : ? | /
(45) CC(=O)N1CCc2cc(Br)cc(S(=O)(=O)NCCCN3CCCC(C)C3)c21 (centres undefined)
 : 6% | -2
(46) CCCC(=O)N1CCN(c2nnc(-c3ccccc3)c3ccccc23)CC1
 : ? | /
(47) Cc1ccccc1OCC(=O)NC1=NCCS1
 : ? | /
(48) O=C(c1ccc(S(=O)(=O)N2CCOCC2)cc1)N(Cc1ccco1)Cc1cccs1
 : -22% | -12
(49) COc1cccc(C2SCC(=O)N2c2ccc(Cl)cc2)c1OC (centres undefined)
 : ? | /
(50) Cc1cccc2[nH]c(CN(C)C(=O)C3CCC(=O)N(CCc4ccccc4)C3)nc12 (centres undefined)
 : 7% | -2
(51) O=C(NCCS(=O)(=O)N1CCN(c2ccccc2F)CC1)c1cccc(Br)c1
 : i | 7
(52) Cc1onc(-c2ccccc2)c1C(=O)N1CCOC12CCN(c1cccc(F)n1)CC2
 : ? | /
(53) CCN1CCN(c2nc3ccccn3c(=O)c2C=O)CC1
 : ? | /
(54) Cc1onc(-c2c(F)cccc2Cl)c1C(=O)Nc1sc2c(c1C(N)=O)CCC2
 : ? | /
(55) CCN(CC(=O)Nc1ccccc1C(F)(F)F)C(=O)c1ccc(=O)n(Cc2ccccc2)n1
 : 7% | 22
(56) COc1cc(Cl)c(C)cc1NC(=O)CC1CCCC1
 : i | -13
(57) Cc1c(NC(=O)c2cc3c(s2)-c2ccccc2OC3)cccc1[N+](=O)[O-]
 : 6% | 10
(58) COc1ccc(F)cc1S(=O)(=O)Nc1cc2c3c(c1)CCC(=O)N3CCC2
 : -5% | 1
(59) Cc1cc(C)cc(NC(=O)CSc2nc3ccccc3nc2N2CCCCC2)c1
 : 25% | 10
(60) CSC1=NCCN1S(=O)(=O)c1ccc(NC(C)=O)cc1
 : ? | /
(61) Cc1ccc(S(=O)(=O)N(C)C)cc1NC(=S)N1CCCCC1CO (centres undefined)
 : -3% | 11
(62) CSCCC(NS(=O)(=O)c1ccc(Cl)cc1)C(=O)OCC(=O)c1c(C)[nH]c2ccccc12 (centres undefined)
 : ? | /
(63) COc1ccc(N2CCN(C(=O)CN3CCN(C(c4ccccc4)c4ccccc4)CC3)CC2)cc1
 : 9% | 7
(64) O=C(Cc1cccs1)N1CCN(c2ccc([N+](=O)[O-])cc2)CC1
 : 6% | -4
(65) CC1CCN(CCOCCOc2ccccc2-c2ccccc2)CC1
 : 6% | 12
(66) COc1ccc(-c2cccc(NC(=O)c3ccc4c(c3)OCO4)c2)nn1
 : ? | /
(67) Cn1c(=O)oc2cc(S(=O)(=O)N3CCc4ccccc43)ccc21
 : -16% | -24
(68) COC(=O)c1ccc(N2C(=O)c3cc(N4CCOCC4)c([N+](=O)[O-])cc3C2=O)cc1
 : 2% | 0
(69) CCn1nc(NC(=O)c2ccncc2)c2cc3ccccc3nc21
 : ? | /
(70) CCOc1ccc(C(=O)Nc2cccc3ncccc23)cc1Br
 : -2%[9.22 µM] | 1
(71) O=C(CN(C(=O)Cn1nnc(-c2ccccc2F)n1)c1cnc2ccccc2c1)NCC1CCCO1 (centres undefined)
 : 9% | 17
(72) Cc1c(Cl)cccc1NC(=S)NC1CCN(C(C)C)CC1
 : ? | /
(73) CNC(=O)CCN(Cc1ccco1)S(=O)(=O)c1ccc(OC)c(OC)c1
 : 0% | 5
(74) N#C/C(=C/c1ccc(Br)o1)C(N)=S
 : -13% | 5
(75) COc1cccc(-c2ccc3ncnc(NCc4cccnc4)c3c2)c1
 : 29% | 7
(76) Cc1ccc(CNC(=O)CCSCc2cccc(F)c2)cc1
 : 12% | 9
(77) CCSc1nnc(NC(=O)C(C)C)s1
 : ? | /
(78) CCOC(=O)c1cc(C)[nH]c(=O)c1C#N
 : 4% | -16
(79) CN(C)c1cccc(N=C2C=C(N3CCOCC3)CC(C)(C)C2)c1
 : i | /
(80) COc1ccc(O)c(C(=O)c2cnn(C(=O)c3ccc(C)cc3)c2)c1
 : 0% | 15
(81) CCN(CC)c1ccc(-c2nn3c(-c4cccnc4)nnc3s2)cc1
 : ? | /
(82) Cc1ccc(-c2nc3ccc(C(=O)O)cc3nc2-c2ccc(C)cc2)cc1
 : 4% | -6
(83) CCOC(=O)c1cnc2c(c(C)nn2C)c1Oc1ccccc1F
 : ? | /
(84) O=C(O)c1ccc(-c2ccc(/C=N/Nc3ccc([N+](=O)[O-])cc3)o2)cc1
 : ? | /
(85) O=C(Cn1c(=O)cnc2ccccc21)NNC(=O)c1ccccc1Cl
 : ? | /
(86) COc1ccc(C(=O)CSc2cc(C)nc3nc(C)nn23)cc1OC
 : ? | /
(87) CC1(C)CC(=O)C=C(c2cccc(Br)c2)C1
 : ? | /
(88) CCOC(=O)N1CCN(C(=O)Nc2ccc3nc(C)c(C)nc3c2)CC1
 : 11% | -22
(89) CCCCC[n+]1ccn(-c2nc3ccccc3nc2[N-]S(=O)(=O)c2ccc(C)cc2)c1
 : ? | /
(90) CC(Oc1cccc(Cl)c1)C(=O)Nc1ccc([N+](=O)[O-])cn1 (centres undefined)
 : 18% | 21
(91) O=C(c1ccc([N+](=O)[O-])cc1)N1CCSC1c1ccccc1Cl (centres undefined)
 : -4% | -14
(92) Cc1cccc(N2C(=O)c3ccc(C(=O)Nc4c[nH]c(=O)[nH]c4=O)cc3C2=O)c1
 : 3% | 0
(93) Nc1cc(OCC(F)(F)F)cc(OCC(F)(F)F)c1
 : ? | /
(94) CCC(C(=O)NC1CCCC1)N(Cc1cccs1)C(=O)Cn1nnc(-c2ccc(OC)c(OC)c2)n1 (centres undefined)
 : -10% | -21
(95) CC(C)N(C(=O)COC(=O)[C@@H]1CC(O)CN1S(=O)(=O)c1ccc(C(C)(C)C)cc1)C(C)C (some centres undefined)
 : ? | /
(96) Cn1ncc(Cl)c1C(=O)N1CCN(S(=O)(=O)c2cccs2)CC1
 : -5% | 2
(97) N#C/C(=C\c1ccc([N+](=O)[O-])cc1)c1nc(C2CC2)cs1
 : -5% | 5
(98) Cn1cc(SCC(=O)NCc2ccc(F)cc2)c2ccccc21
 : 0% | 18
(99) CCc1ccc2nc3c(c(C(=O)O)c2c1)CCC3
 : ? | /
(100) CCOC(=O)c1ccc(NS(=O)(=O)c2c(C)n[nH]c2C)cc1
 : 13% | -21

(more compounds)
Screens in order: S3 lipid droplet | S3 lipid droplet cell count max
(101) CCSc1cc(N2CC(C)OC(C)C2)nc(-c2ccccc2Cl)n1 (centres undefined)
 : ? | /
(102) Cc1nc2ccccc2n1S(=O)(=O)c1ccc(S(=O)(=O)N2CCCCCC2)cc1
 : 4% | 8
(103) CC(=O)n1c2ccccc2c2ccccc21
 : 12% | 6
(104) CCC(C)NC(=O)CSc1nc2ccsc2c(=O)n1NC(=O)c1ccccc1 (centres undefined)
 : ? | /
(105) CC(=O)Nc1ccc(NS(=O)(=O)c2ccc(Cl)s2)cc1
 : ? | /
(106) Oc1ccccc1Nc1ncnc2c1oc1ccccc12
 : ? | /
(107) Cc1cccc(S(=O)(=O)Nc2nc3ccccc3nc2NCC2CCCO2)c1 (centres undefined)
 : 16% | /
(108) COc1ccc(C(=O)NCCCN=C2NS(=O)(=O)c3ccccc32)cc1
 : ? | /
(109) CC(=O)N1c2ccc(S(=O)(=O)N3CCC(C(=O)NC4CCCCC4)CC3)cc2CC1C (centres undefined)
 : ? | /
(110) Cc1cc(C)nc(SCc2cc(=O)c(OC(=O)c3ccc(Cl)c([N+](=O)[O-])c3)co2)n1
 : -28% | -1
(111) Cc1cccc(N(CC(N)=O)C2SC(=O)N(c3ccccc3)C2=O)c1 (centres undefined)
 : ? | /
(112) C=CCNC(=S)NNC(=O)c1cc(O)ccc1O
 : ? | /
(113) COc1ccc2c(c1)c(CC(=O)OCC(=O)O)c(C)n2C(=O)c1ccc(Cl)cc1
 : ? | /
(114) O=C(Cc1ccc(-n2c(=S)[nH]c3ccccc3c2=O)cc1)N1CCC(N2CCCCC2)CC1
 : ? | /
(115) COCCCNC(=O)c1cccn2c(=O)c3cc4ccccc4cc3nc12
 : ? | /

Source: PubChem BioAssay

This is a subset, so the mix of outcomes need not match the whole.
